Source: PubChem BioAssay
Pf growth 48h: P. falciparum growth inhibition at 48 hours (one generation); P. falciparum luciferase growth in erythrocytes, 48 h; Potency, µM (series often up to 28.7 µM), without a hit: at the highest dose activity change, negative = inhibition, actives largely listed as inhibitors; 310,000 compounds, 5.9% hits; AID 504832; also: potency is read from the fitted curve at half-maximal effect; % is scaled to controls: 0 for no effect and ±100 for the full control effect
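Read-out is firefly luciferase luminescence from an integrated reporter in P. falciparum, so falling signal marks reduced parasite growth. Infected erythrocytes were at 2% hematocrit and 0.1% parasitemia (final) in Albumax-supplemented RPMI 1640.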
CHX counter: affects cycloheximide protein synthesis inhibition readout, counter-screen | 300,000 compounds, 12% hits | AID 2314 | max response, % | cell reporter, cycloheximide protein synthesis inhibition counterscreen; in the data active = max response mostly above about 13%, no sharp cut-off; inactive = mostly below about 14%; also: read at 38.3 µM for the half of the compounds with a filed dose; 0% is about no effect
LmPK inhibitor: LmPK (Leishmania mexicana) enzyme inhibition; Q27686; purified LmPK, Kinase-Glo ATP luminescence, 1 h; Potency, µM (titrated, usually from 57.5 µM), inactives show at the top dose activity change, negative = inhibition, usual class: inhibitors; 290,000 compounds, 0.37% hits; also: potency is read from the fitted curve at half-maximal effect; % is scaled to controls: 0 for no effect and ±100 for the full control effect
Target sequence (Q27686 whole entry, looked up): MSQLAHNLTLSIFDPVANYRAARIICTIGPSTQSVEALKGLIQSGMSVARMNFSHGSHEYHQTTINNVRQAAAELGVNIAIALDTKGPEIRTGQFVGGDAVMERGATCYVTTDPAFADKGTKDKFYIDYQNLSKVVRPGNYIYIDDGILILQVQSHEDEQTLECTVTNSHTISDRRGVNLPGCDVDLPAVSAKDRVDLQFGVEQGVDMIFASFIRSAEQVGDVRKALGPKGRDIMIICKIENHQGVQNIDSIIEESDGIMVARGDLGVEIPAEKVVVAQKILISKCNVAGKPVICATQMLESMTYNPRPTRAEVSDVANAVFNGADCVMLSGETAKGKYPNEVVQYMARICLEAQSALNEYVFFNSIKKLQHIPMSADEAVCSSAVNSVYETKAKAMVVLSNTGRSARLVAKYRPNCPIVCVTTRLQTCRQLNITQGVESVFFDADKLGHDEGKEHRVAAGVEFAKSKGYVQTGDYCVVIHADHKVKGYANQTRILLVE
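Pyruvate kinase activity monitored as ATP production (luciferase luminescence). Conditions: 0.1 nM enzyme, 0.5 mM PEP, 0.1 mM ADP, 1 h, RT; normalized against uninhibited and no-enzyme wells.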
Shiga inhibitor: blocks Shiga toxin action in Vero cells; AID 2315; inhibition, % at 38.7 µM; Vero cells, Shiga toxin protein synthesis inhibition reporter; 290,000 compounds, 9.2% hits; in the data active = inhibition mostly above about 28%, no sharp cut-off; inactive = mostly below about 43%; also: 0% is about no effect
Pf growth 96h: inhibits malaria parasite growth, 96 h; P. falciparum luciferase reporter growth, 96 h; Potency, µM (series often up to 28.7 µM), inactives show at the top dose activity change, negative = inhibition, most hits filed as inhibitors; 320,000 compounds, 6.9% hits; also: potency is read from the fitted curve at half-maximal effect; % is scaled to controls: 0 for no effect and ±100 for the full control effect
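Parasite growth measured via integrated firefly luciferase reporter in P. falciparum. Infected erythrocytes at 2% hematocrit, 0.05% parasitemia final were treated 96 hours at 37 C under 5% CO2, and luminescence was read.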
Tb PYK inh: blocks Trypanosoma brucei pyruvate kinase | Potency, µM (doses to about 76.8 µM), inactives show at the top dose activity, negative = inhibition, actives largely listed as inhibitors | TbPYK enzyme, Kinase-Glo Plus ATP luminescence, 45 min | 410,000 compounds, 0.12% hits; also: potency is read from the fitted curve at half-maximal effect; % is scaled to controls: 0 for no effect and ±100 for the full control effect; nearly all actives have a fitted effect of over 50% in size
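ADP (130 uM final) triggers the TbPYK reaction after compound addition; incubation is 45 min at room temperature. Kinase-Glo Plus is then added and luminescence imaged. Normalized data are fitted to concentration-effect curves.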
AMA1 RON2 block: AMA1-RON2 (P. falciparum) interaction inhibition; AlphaScreen AMA1-biotinylated RON2 peptide binding; Potency, µM (doses to about 58.2 µM), for the others: at the highest dose activity change, negative = inhibition, hits mostly inhibitors; 360,000 compounds, 0.2% hits; AID 720542;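 also: potency is read from the fitted curve at half-maximal effect; 0% = vehicle wells and -100% = peptide control; nearly all actives have a fitted effect of over 45% in size; some results filed as inactive show a strong effect at the top dose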
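AMA1 (3D7) with his tag at 25 nM final met compounds first, then biotinylated RON2 peptide at 25 nM; detection used donor plus acceptor beads, 10 µg/mL apiece, read by AlphaScreen after 30 min at room temperature.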
The depositor's hits bear a star; ? = inconclusive; / = no result given; & = joins results of further samples; [ ] = another dose, or the depositor's remark. Unless noted, calls follow the shape of the dose curve; as a rule, active = well fitted curve in the direction sought with a large enough effect; inconclusive = small, poorly fitted or top-dose-only effect, or another doubt; inactive = no such curve, though single readings can be large; an effect the other way counts as inactive or inconclusive. Compounds were not picked by outcome (roughly 21% active in at least one column).

SMILES | Pf growth 48h | CHX counter | LmPK inhibitor | Shiga inhibitor | Pf growth 96h | Tb PYK inh | AMA1 RON2 block
COc1ccc(NC(=O)C(Sc2nnc(-c3ccncc3)n2-c2ccccc2C)c2ccccc2)cc1Cl (centres undefined) | 8.28µM* | 13.7 | 5.1% | 19.2 | ? | 1.3% | -6.1%
Cc1ccc(Cl)cc1C1=CC(=O)C[C@H](c2ccc(F)cc2)C1 | -23.5% | / | / | / | ? | -0.3% | 3.4%
CN(CC(=O)Nc1cccc(F)c1)C(=O)c1cc2c(s1)CCCCC2 | 3.6% | / | / | / | -5.3% | 4.7% | 1.1%
Cn1c(O)c(C=NCC2CCNCC2)c(=O)n(C)c1=O | 5.6% | -3.2 | -6.4% | 0.8 | -10.1% | / | /
CC1(C)NC(=O)N(CCSc2ccc(Cl)cc2)C1=O | / | -2.9 | -2.4% | 15.0 | ? | / | 9.8%
Cc1cc(-c2ccccc2)nc(Cl)c1C#N | 18.8% | -4.8 | 2.8% | -9.3 | 101.4%[activator] | -11.7% | 63.7%[activator]
COc1ccc(NN=Nc2ccc([N+](=O)[O-])cc2)cc1 | 190.6%[activator] | 32.1* | 2.9% | 27.4 | 112.5%[activator] | -8.8% | -6.8%
CC1=NN(c2ccccc2)C(=O)/C1=C\c1cn(CCC#N)nc1-c1ccc(Cl)cc1 | 15.0% | -0.6 | -3.4% | -5.2 | ? | 12.3% | -11.9%
COc1ccc(CN(Cc2ccncc2)C(=O)CCC(=O)O)cc1 | 21.9% | -3.1 | 3.1% | 14.4 | 16.6% | -1.8% | -14.4%
O=C1CCCN1CN(C(=O)c1ccc2c(c1)OCO2)c1ccc(F)cc1 | 41.5%[activator] | 0.9 | -6.0% | 13.5 | -7.2% | 5.9% | -16.6%
COc1ccc2nc(NC(=O)CN3C(=O)NC4(CCCC4)C3=O)sc2c1 | 27.4% | / | / | / | 11.4% | -4.2% | 11.7%
CCOc1c(OC)cccc1C1CC(=O)Nc2cc3c(cc21)OCCO3 (centres undefined) | 2.8% | -1.6 | 2.6% | -1.9 | 53.8%[activator] | -4.9% | -7.4%
O=C(CN1C(=O)NC2(CCCCC2)C1=O)N(Cc1ccco1)Cc1cccs1 | ? | / | / | / | -17.8% | -2.1% | -6.5%
CC(OC(=O)c1cccc(S(=O)(=O)N2CCN(C)CC2)c1)C(=O)Nc1ccc(C(N)=O)cc1 (centres undefined) | 1.3% | / | / | / | 25.6% | -0.1% | -1.2%[11.6 µM]
CCSc1nnc(NC(=O)C(CC)(C(F)(F)F)C(F)(F)F)s1 | / | 0.9 | 2.0% | 32.6 | 52.0%[activator] | 0.2% | -3.5%
CCOCCCNC(=O)C1c2ccccc2C(=O)N2CCc3ccccc3C12 (centres undefined) | 41.7%[activator] | -2.5 | 0.5% | -9.7 | -102.2% | -3.9% | 2.1%
COc1ccc(CNC(=O)[C@H](C)N2C(=O)N3CCc4c([nH]c5ccc(OC)cc45)[C@@]3(C)C2=O)cc1 | ? | -3.4 | -0.8% | 1.7 | ? | -3.3% | -1.1%
CC(C)N=C(NS(=O)(=O)c1cccs1)c1ccccc1 | -7.7% | 5.5 | -3.9% | -4.8 | 13.1µM* | 10.5% | -2.4%
CCOCCCNC(=O)C(c1ccc(C)cc1)N(Cc1cccs1)C(=O)CNC(C)=O (centres undefined) | 3.0% | -1.9 | -1.9% | -15.1 | 0.0% | -2.6% | -15.6%
CCOC(=O)C1=C(COC(=O)CNC(=O)c2ccc(Cl)cc2Cl)NC(=O)NC1C (centres undefined) | 15.8% | / | / | / | 9.6% | -1.5% | -1.6%
Cc1ccc(C)c(Cn2c(C(C)O)nc3ccccc32)c1 (centres undefined) | ? | -3.9 | -14.0% | -2.3 | -3.4% | -3.5% | 1.3%
CCC(C)NCCOCCOc1ccc(Cl)cc1Br (centres undefined) | ? | -5.1 | 4.1% | -11.2 | 61.6%[activator][5.75 µM] | -15.4% | -5.3%
O=C(/C=C(/c1ccc(Cl)cc1)n1cncn1)c1ccccc1 | ? | 8.2 | 5.9% | 14.4 | ? | -9.4% | 4.8%
COc1ccc(Cc2nnn(CC(=O)O)n2)cc1 | 4.3% | -1.9 | -5.1% | -8.1 | -6.2% | -13.7% | -0.1%
CC(=O)Oc1ccc2c(=O)c(-c3nc4ccccc4s3)coc2c1 | 369.0%[activator] | 59.8* | -20.6% | 94.8* | -5.4% | -11.0% | 15.4%

Molecules shown so far that contain an aryl thioether with sulfur outside any ring (3):
SMILES | Pf growth 48h | CHX counter | LmPK inhibitor | Shiga inhibitor | Pf growth 96h | Tb PYK inh | AMA1 RON2 block
COc1ccc(NC(=O)C(Sc2nnc(-c3ccncc3)n2-c2ccccc2C)c2ccccc2)cc1Cl (centres undefined) | 8.28µM* | 13.7 | 5.1% | 19.2 | ? | 1.3% | -6.1%
CC1(C)NC(=O)N(CCSc2ccc(Cl)cc2)C1=O | / | -2.9 | -2.4% | 15.0 | ? | / | 9.8%
CCSc1nnc(NC(=O)C(CC)(C(F)(F)F)C(F)(F)F)s1 | / | 0.9 | 2.0% | 32.6 | 52.0%[activator] | 0.2% | -3.5%

Additional records follow:
SMILES | Pf growth 48h | CHX counter | LmPK inhibitor | Shiga inhibitor | Pf growth 96h | Tb PYK inh | AMA1 RON2 block
NS(=O)(=O)c1ccc(S(=O)(=O)N2CCN(C3CCCC3)CC2)cc1 | 5.5% | 6.7 | 2.0% | -12.0 | -25.8% | 0.4% | 2.5%
COc1ccc(Cl)cc1NC(=O)COC(=O)c1ccc(Cl)nc1 | -1.8% | / | / | / | 23.5% | -2.2% | -0.8%
Cc1ccc(OCc2n[nH]c(=S)n2-c2ccccc2)cc1C | -0.8% | 6.2 | ? | -15.9 | -14.3% | ? | 91.8%[activator]
CCOc1cccc(Oc2ncccc2C(=O)/C(C#N)=C/N(C)C)c1 | 21.8% | -1.2 | 2.3% | -4.3 | 70.1%[activator] | 1.1% | 13.2%
CN(CC(=O)Nc1ccccc1C(F)(F)F)Cc1c(O)ccc2ccccc12 | 17.7% | -0.4 | 6.6% | -5.6 | 4.2% | 5.2% | 70.2%[activator]
O=C(CNc1ccccc1N1CCCC1=O)Nc1cc(C(F)(F)F)ccc1-n1cncn1 | 31.0%[activator] | / | / | / | 30.4%[activator] | -2.3% | 2.9%
O=C(NCCc1cccc(Cl)c1)c1ccc(OC2CCN(Cc3ccccn3)CC2)cc1 | 0.7% | 50.7* | -1.8% | 52.5* | ? | 0.1% | 24.1%
Cc1ccc(NC(=O)C2CCN(S(=O)(=O)c3ccc4c(c3)NC(=O)C(C)S4)CC2)cc1C (centres undefined) | 10.4µM* | 7.9 | 4.0% | -6.4 | ? | -2.4% | -1.5%
CN(CC(=O)N(C)CC(=O)Nc1c(Cl)cccc1Cl)Cc1ccc(Br)s1 | 22.1% | / | / | / | -23.6% | 0.7% | -3.5%
O=C(CCCN1C(=O)/C(=C/c2ccccc2Cl)SC1=S)NNC(=O)c1ccc(Cl)cc1 | ? | -6.4 | 0.2% | -4.7 | -5.4% | 1.7% | 37.3%[activator]
C=CCn1c(C)nc2c(sc3nc4c(cc32)COC(C)(C)C4)c1=O | 174.8%[activator] | 43.5* | -6.4% | 49.9* | 164.1%[activator] | -6.0% | -8.0%
Cc1cc(C)n2nc(Cc3ccccc3)nc2n1 | -0.1% | -1.4 | 4.6% | -6.6 | 8.5% | 6.5% | ?
Cc1c(N(C(=O)CNC(=O)c2ccccc2)C2(C(=O)NC3CCCC3)CCCCC2)c(=O)n(-c2ccccc2)n1C | 3.7µM* | -2.8 | 5.4% | 3.4 | ? | 8.7% | 0.2%
COc1ccc(-n2c(CN3CCN(c4ccccc4)CC3)nc3ccc([N+](=O)[O-])cc3c2=O)c(OC)c1 | / | -3.7 | -0.8% | -5.3 | -14.5% | -0.9% | ?
CC(NC(=O)c1ccc(Cl)cc1)C1CC2CCC1C2 (centres undefined) | -22.6% | -0.5 | -12.7% | -3.0 | ? | 0.1% | -6.4%
Cc1occc1C(=O)Nc1ccc2c(c1)CCC2 | 112.3%[activator] | 48.5* | 12.6µM* | 103.2* | 25.1% | -20.8% | -12.7%
Clc1ccc(OCCCN2CCCC2)cc1Cl | -6.9% | -4.3 | -1.4% | 4.4 | -18.7% | 6.5% | -17.6%
C/C(=N\Nc1cc(N2CCOCC2)ncn1)c1ccc(O)cc1 | 23.7% | 15.3 | 1.9% | / | ? | -5.4% | 11.1%
Cc1cc(C)c(NC(=S)N(C)C)c(C)c1 | -7.5% | -2.5 | -5.0% | -2.7 | 66.4%[activator] | -9.6% | 1.1%
COc1ccccc1N(CC(=O)NCCSCc1ccccc1Cl)S(C)(=O)=O | 22.5%[0.00184 µM] | -3.1 | 3.0% | -3.1 | 1.6% | 0.9%&4.5% | 6.3%
COc1cccc(C(=O)N2CCOCC2)c1OC | 34.7%[activator] | -2.2 | 9.2% | 6.1 | ? | 2.2% | 7.0%
CCNc1ccc(P(=O)(c2ccccc2)c2ccccc2)cc1 | 0.0% | -3.0 | 3.0% | 5.5 | -3.9% | 4.8% | 2.3%
Cc1c(C)n2c(SCC(=O)N3CCOCC3)nnc2[nH]c1=O | ? | / | / | / | ? | 0.1% | -8.3%
COc1ccccc1CN1C(=NC(=O)C2CCCCC2)SC2CS(=O)(=O)CC21 (centres undefined) | 23.3% | -3.6 | 0.6% | -1.2 | 36.0%[activator] | -10.2% | -6.5%
C=CCN1CC(O)=C(c2nc3ccccc3[nH]2)C1=N | 156.3%[activator] | 56.3* | -3.8% | 127.7* | -3.7% | -2.6% | 29.9%
SMILES | Pf growth 48h | CHX counter | LmPK inhibitor | Shiga inhibitor | Pf growth 96h | Tb PYK inh | AMA1 RON2 block
Cc1ccc(SCc2nc(-c3ccncc3)no2)cc1 | ? | 20.4* | -3.3% | 66.3* | 1.6% | ? | 16.5%
COc1ccc(OC)c(CCNC(=O)c2cccc(NC3=NC4CS(=O)(=O)CC4S3)c2)c1 (centres undefined) | -5.0% | -2.1 | -0.9% | 5.3 | -1.5% | -1.8% | -2.2%
Cc1nc(C)n(CCNC(=O)c2ccco2)n1 | ? | -1.8 | 3.3% | -5.0 | 0.0% | -1.3% | 5.2%
Cc1ccc(S(=O)(=O)N2c3ccc(S(N)(=O)=O)cc3CC2C)cc1 (centres undefined) | ? | -5.9 | 2.6% | -6.4 | / | -2.4% | 12.0%
CC(=O)N1CCN(C(=O)CCc2nc3ccccc3c(=O)[nH]2)CC1 | 9.5% | 14.1 | 3.9% | 29.0 | / | -9.2% | -0.1%
CC1CN(C(=O)CCC(=O)NCc2ccc(Cl)cc2)c2ccccc2O1 (centres undefined) | -16.2% | 3.3 | -7.0% | -3.0 | 3.9% | 0.2% | 2.6%
COc1ccccc1NS(=O)(=O)c1ccc(C)c(NC(=O)C2CCCO2)c1 (centres undefined) | -15.4% | / | / | / | -13.0% | -8.2% | -5.1%
N/C(COc1cccc(Cl)c1)=N\NS(=O)(=O)c1ccccc1 | -2.3% | -3.7 | 10.7% | 11.6 | 13.4% | 1.9% | 37.3%[activator]
COc1ccc(CN(Cc2ccccn2)C(=O)CN2C(=O)COc3ccccc32)cc1 | ? | -4.5 | 7.2% | -3.7 | 61.4%[activator] | -2.3% | 18.4%
